RBBP9 inh: human RBBP9 inhibitors, primary screen, biochemical, fluorescence polarization, FP-Rh probe, HTS | inhibition, % at 7.94 µM | recombinant RBBP9 | hit rate 0.2% among 220,000 | AID 1515, 2009 | Serine hydrolase RBBP9 (Homo sapiens), O75884;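 active means inhibition above the campaign mean of all tested compounds plus 3 SD, cut at about 14% in these data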;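 further: plate controls were DMSO wells with RBBP9 for no effect and wells lacking RBBP9 protein for full effect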
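Test system: recombinant human RBBP9. Quantity: 2.5 µM RBBP9 dispensing solution, before mixing. Detection: FP readout at 525/598 nm. Reagent: Serine-hydrolase probe FP-Rh, 375 nM pre-mixing. Measure: % inhibition. Control set: DMSO-treated enzyme wells and wells lacking RBBP9. Buffer or medium: Tris-NaCl-Pluronic buffer, pH 8.0. Times: preincubation 30 min plus labeling 45 min at 25 °C.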
p97 ATPase inh: inhibitors of human p97 ATPase, primary screen, biochemical | Transitional endoplasmic reticulum ATPase (Homo sapiens), P55072 | recombinant p97 ATPase, Kinase-Glo ATP luminescence, 3 h | inhibition, % at 8 µM | hit rate 0.42% among 220,000 | AID 1481, 2009; in the data active means inhibition above about 15%;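 further: 0% = DMSO vehicle and 100% = wells lacking enzyme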
NCF1 inh: p47phox/p22phox peptide binding inhibitors, primary screen, biochemical, uHTS, NADPH oxidase regulatory subunit; hit rate 0.53% among 220,000; fluorescence polarization, 2 h; AID 1274, 2008; inhibition, % at 24.7 µM;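 active means inhibition above about 30%, limit read from the data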;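 further: 0% = p47phox with labelled peptide and 100% = labelled peptide alone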
Target sequence (P14598 whole entry, looked up): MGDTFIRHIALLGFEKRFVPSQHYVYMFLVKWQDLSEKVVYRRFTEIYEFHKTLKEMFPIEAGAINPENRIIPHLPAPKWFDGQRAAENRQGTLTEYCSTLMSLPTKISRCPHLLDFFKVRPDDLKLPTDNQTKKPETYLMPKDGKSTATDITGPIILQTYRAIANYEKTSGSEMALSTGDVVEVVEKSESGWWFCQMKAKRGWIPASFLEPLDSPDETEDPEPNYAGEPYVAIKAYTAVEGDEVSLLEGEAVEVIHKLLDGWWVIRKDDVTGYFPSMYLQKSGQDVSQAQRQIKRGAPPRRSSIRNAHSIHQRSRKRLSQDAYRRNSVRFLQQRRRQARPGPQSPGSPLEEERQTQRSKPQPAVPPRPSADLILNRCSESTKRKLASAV
BaF3 parental: parental Ba/F3 cell viability inhibition, counter-screen for JAK2V617F inhibitor project, murine pro-B, CellTiter-Glo luminescence; CellTiter-Glo ATP luminescence; inhibition, % at 5.6 µM; hit rate 1.1% among 220,000; AID 1486, 2009;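 active means inhibition above a per-campaign cutoff, the mean inhibition of all tested compounds plus 3 SD, cut at about 27% in these data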;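 further: 0% = DMSO wells and 100% = JAK Inhibitor I control wells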
PPC-1+TRAIL kill: compounds killing PPC-1 cancer cells with TRAIL present, primary screen, TRAIL potentiator project, ATPLite luminescence, uHTS; PPC-1 cells + TRAIL, ATPLite viability luminescence; cell killing (% activity), % at 4 µM; hit rate 0.41% among 220,000; AID 1443, 2008;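 active means cell killing above 50% in the first pass at 4 µM, then a duplicate retest at 5 µM averaging 50% or more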;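 further: plate controls were cells with TRAIL plus DMSO for no effect and medium-only wells lacking cells for full effect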
Furin inh: human furin inhibitors, primary screen, biochemical, fluorescence intensity; purified furin, fluorogenic substrate cleavage; hit rate 0.061% among 220,000; inhibition, % at 30 µM; P09958; AID 463115, 2010; in the data active means inhibition above about 25%; further: inactives centre near -15
Target sequence (P09958 108-714 limits assumed): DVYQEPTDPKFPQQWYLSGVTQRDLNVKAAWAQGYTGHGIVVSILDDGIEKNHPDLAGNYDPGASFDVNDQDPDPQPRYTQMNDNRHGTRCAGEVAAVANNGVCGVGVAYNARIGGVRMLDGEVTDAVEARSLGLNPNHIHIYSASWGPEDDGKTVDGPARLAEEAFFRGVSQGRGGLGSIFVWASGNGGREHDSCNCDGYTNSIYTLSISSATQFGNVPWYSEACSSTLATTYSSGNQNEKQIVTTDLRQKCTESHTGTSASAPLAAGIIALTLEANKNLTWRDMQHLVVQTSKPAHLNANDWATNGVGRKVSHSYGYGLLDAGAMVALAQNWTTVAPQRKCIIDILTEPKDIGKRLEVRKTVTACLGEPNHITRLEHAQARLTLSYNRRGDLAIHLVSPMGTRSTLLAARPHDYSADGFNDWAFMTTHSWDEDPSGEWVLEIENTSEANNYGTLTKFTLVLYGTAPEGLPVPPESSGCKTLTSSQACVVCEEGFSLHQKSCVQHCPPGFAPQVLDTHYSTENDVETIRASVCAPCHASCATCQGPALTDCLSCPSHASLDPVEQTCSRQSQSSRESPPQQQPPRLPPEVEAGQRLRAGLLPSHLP
PGE2 EP2 inh: human EP2 receptor antagonists, primary screen, TR-FRET cAMP, C6 glioma cells; Prostaglandin E2 receptor EP2 subtype (Homo sapiens), P43116; C6 glioma cells expressing human EP2; cells stimulated with saturating PGE2; inhibition, % at 25 µM; hit rate 0.52% among 260,000; AID 1422, 2008;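 active means percent inhibition above 40 after rounding to a whole number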;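 further: rat C6 glioma host cells with rolipram phosphodiesterase inhibitor present; the protocol text gives 20 µM as final concentration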
Ba/F3 V617F tox: reduced viability of JAK2V617F-dependent Ba/F3 cells, primary screen, JAK2V617F inhibitor project, cell-based, Ba/F3 EpoR-JAK2V617F, luminescence; ATP luminescence; inhibition, % at 5.6 µM; hit rate 1.1% among 220,000;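 active means inhibition above the campaign mean plus 3 SD over all tested compounds, cut at about 24% in these data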;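 further: cytokine-independent growth of Ba/F3 cells driven by EpoR plus mutant JAK2; 0% = DMSO-treated cells and 100% = JAK inhibitor I control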
TbHK1 inh: Trypanosoma brucei hexokinase 1 inhibitors, primary screen, biochemical, G6PDH-coupled NADH absorbance, MLSCN library; hexokinase 1 [Trypanosoma brucei]; recombinant TbHK1, G6PDH-coupled NADH A340; inhibition, % at 10 µM; hit rate 0.11% among 220,000;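 active means inhibition of 50% or more in the single-dose primary screen; inactive means inhibition below 50%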
An asterisk follows results filed as active; nt = no result given; & = joins results of further samples; [ ] = remark or other dose. An excerpt; rates above refer to the full screens.

SMILES	RBBP9 inh	p97 ATPase inh	NCF1 inh	BaF3 parental	PPC-1+TRAIL kill	Furin inh	PGE2 EP2 inh	Ba/F3 V617F tox	TbHK1 inh
Cc1cc(Cl)c(S(=O)(=O)N2CCSCC2)cc1OCC(=O)NC1CCCCC1	-7	0	-9	1	-1	-14[20 µM]	9	-1	1
COc1ccc(S(=O)(=O)N2CCCCCC2)cc1C(=O)OC(C)C(N)=O (stereo unspecified)	-10	1	-6	-9	20	-26	6	-1	-11
COC(=O)c1ccccc1C(=O)N1CCCC(CCC(=O)NCc2ccc(F)c(F)c2)C1 (stereo unspecified)	-8	0	-7	5	0	-19	17	3	2
CCNC(=S)Nc1cc(OCC)c(NC(=O)c2ccco2)cc1OCC	-5	0	-23	6	-3	-21	10	4	11
O=C(NCCC1=CCCCC1)C1CCCN(S(=O)(=O)c2cccc3cccnc23)C1 (stereo unspecified)	-1	-2	-6	6	40	-13	6	-1	-1
NC(=O)CSc1nnc(COc2ccccc2)n1Cc1ccco1	-4	7	-4	10	30	-17	7	-2	-1
COc1ccc(CNC(=O)Cn2nc(C(F)(F)F)cc2C)cc1	-10	3	-12	5	23	-28	12	0	-3
O=C(CSC(=S)N1CCCCC1)c1ccccc1	-5	-3	-7	-1	34	-13	11	-1	0
CCOC(=O)c1ccc(Nc2nc(-c3cccnc3)nc3ccccc23)cc1	-14	-10	-22	0	-3	-9	15	20	-25
CC(C)CC(=O)NC(NC(=S)Nc1sc2c(c1C#N)CCCC2)C(Cl)(Cl)Cl (stereo unspecified)	-4	1	-17	7	16	-12	8	3	-15
COc1cc(/C=C2\C(=O)ON=C2c2ccccc2)cc(OC)c1OC	-5	3	7	5	-2	-14	13	-2	2
CCc1nnc(NC(=O)CSc2nnc(-c3ccc(S(=O)(=O)N4CCCC4)cc3)n2CC)s1	-6	-2	-16	1	14	-12[20 µM]	3	0	-3
O=C(Nc1cccn(Cc2ccccc2Cl)c1=O)NC1CCCCC1	-3	3	-6	9	-1	-30	9	-2	1
Cc1ccc(-n2c(CNc3ccc(F)cc3)nnc2SCC(=O)N2CCOCC2)cc1	2	-4	-7	5	-11	-9[20 µM]	19	-1	-1
COc1ccc(Cl)cc1C(=O)Nc1cc(=O)n(C)c(=O)n1C	nt	nt	-12	nt	-1	-36	12	nt	-8
COc1nc(OC)nc(N2CCC(NC(=O)C(Cc3cccc(OC)c3OC)NC(C)=O)CC2)n1 (stereo unspecified)	-1	-4	5	-8	24	-22	1	5	-8
Cc1cccc(-n2c(Cc3ccccc3)n[nH]c2=S)c1	0	6	-8	-1	nt	-20	8	-5	-7
COc1ccc2nc(SCC(=O)Nc3ccc(S(=O)(=O)N4CCCC4)cc3)c(C#N)cc2c1	-19	8	-90	5	3	-22	8	-1	-3
O=C(CSc1nc(-c2ccccc2)cc(C(F)(F)F)n1)NCc1cccs1	-2	3	2	2	1	-7	11&11	1	31
O=C(CC1Oc2ccccc2NC1=O)NC1CC1 (stereo unspecified)	-9	6	-5	7	1	-32	nt	-1	3

Three records drawn at random from those above:
SMILES	RBBP9 inh	p97 ATPase inh	NCF1 inh	BaF3 parental	PPC-1+TRAIL kill	Furin inh	PGE2 EP2 inh	Ba/F3 V617F tox	TbHK1 inh
COc1ccc(Cl)cc1C(=O)Nc1cc(=O)n(C)c(=O)n1C	nt	nt	-12	nt	-1	-36	12	nt	-8
COC(=O)c1ccccc1C(=O)N1CCCC(CCC(=O)NCc2ccc(F)c(F)c2)C1 (stereo unspecified)	-8	0	-7	5	0	-19	17	3	2
COc1cc(/C=C2\C(=O)ON=C2c2ccccc2)cc(OC)c1OC	-5	3	7	5	-2	-14	13	-2	2

(continued)
SMILES	RBBP9 inh	p97 ATPase inh	NCF1 inh	BaF3 parental	PPC-1+TRAIL kill	Furin inh	PGE2 EP2 inh	Ba/F3 V617F tox	TbHK1 inh
CC1CCCCC1NS(=O)(=O)c1ccc(S(=O)(=O)N2CCCC2)cc1 (stereo unspecified)	2	1	-11	7	9	-13[20 µM]	8	5	5
Cc1cc(Br)cn2cc(C(=O)O)nc12	2	3	13	8	22	-17	19	2	-3
O=C1CC(c2ccccc2)CC(O)=C1C=Nc1ccc(O)cc1 (stereo unspecified)	12	5	-2	-1	10	-5	1	-3	-16
C/C(N)=C(/C#N)C(=O)CSc1nnc(C)n1-c1ccccc1	-12	-5	-1	2	-3	-12	4	2	5
O=C(/C=C/c1ccccc1)NC(NC(=S)Nc1ccc(Cl)cc1)C(Cl)(Cl)Cl (stereo unspecified)	-10	10	-3	9	-18	-6[20 µM]	3	0	-7
COc1ccc(CNC(=O)/C=C/c2ccccc2[N+](=O)[O-])cc1	-5	3	-5	8	7	-12	8	0	-5
CCOC(=O)CN(C(=O)c1ccccc1[N+](=O)[O-])C(C)(C)C	-8	-2	-4	7	-4	-20	3	-2	3
O=C(O)CSc1nc2ccccc2[nH]1	3	-1	-11	10	15	-17[20 µM]	6&16&6	4	-10
O=C(COc1ccc(Cl)cc1)NCc1nnc2c3ccccc3c(-c3ccccc3)nn12	-4	1	4	6	26	-13	6	-1	5
COC(=O)CN1C(C)=Nc2ccc(C)cc2C1c1ccccc1 (stereo unspecified)	-13	-5	-5	2	0	-17	10	2	-2
COc1ccc(Cc2n[nH]c(=S)n2C)cc1Br	-7	7	-10	3	11	-34	7	-3	2
COC(=O)NC(=S)Nc1ccc(Oc2ccc(Cl)cc2Cl)c(Cl)c1	-17	-4	-25	8	-6	-15[20 µM]	17	2	-7
CCCn1nnnc1-c1ccc(Cl)cc1	-2	3	-21	4	6	-22[20 µM]	8	-2	2
CN1C(=O)C(CC(=O)Nc2ccc(F)cc2)N(Cc2ccco2)C1=S (stereo unspecified)	2	2	13	0	15	-15	11	3	-2
COc1ccc2cc(C(c3nnnn3C(C)(C)C)N3CCc4ccccc4C3)c(=O)[nH]c2c1 (stereo unspecified)	1	-2	-15	11	9	16	nt	7	-28
COc1nnc(-c2ccc(C(=O)N3C[C@@H]4C[C@H](C3)c3cccc(=O)n3C4)cc2)c2ccccc12	-10	3	0	0	2	-19	9	-1	-9
COc1ccc(C2C3=C(CC(C)(C)CC3=O)Oc3ncn(CCO)c(=N)c32)cc1OC (stereo unspecified)	1	2	-6	1	5	-5[20 µM]	6	-2	-11
O=C(COC(=O)Cc1ccccc1F)Nc1cccc(F)c1	2	0	nt	5	12	-27	5	1	-1
CCC1CCCCN1CCCNC(=O)c1cn(CC)c2ccc(S(=O)(=O)N3CCc4ccccc4C3)cc2c1=O (stereo unspecified)	-4	1	1	14	24	-4	0	4	-16
Cc1cc(-n2c(C)cc(C(=O)CN3C(=O)NC4(CCCCC4)C3=O)c2C)no1	-4	4	-14	0	8	-25	11	-5	-6
CCCCOC(=O)N1CCOCCOCCOCC1	-6	5	1	-2	-6	-22	11	0	3
COc1ccc(S(=O)(=O)N(C)C)cc1NCC(=O)Nc1ccc(F)cc1F	-9	-3	-12	6	8	-3	2	2	-2
Cc1ccc(C(O)P(=O)(OC(C)C)c2ccc(N(C)C)cc2)cc1 (stereo unspecified)	-1	0	-13	-3	-1	-17	11	-3	-5
NNC(=O)c1sc2cc(C(F)(F)F)cnc2c1-c1ccccn1	0	-1	-5	2	6	-29	3	0	-2
CC(C)c1cc[n+](-c2nc([O-])sc2C=O)cc1	-10	1	-22	0	3	-16[20 µM]	9	-1	-16
COc1ccc(NC(=O)c2sc3nc(-c4cccnc4)ccc3c2N)cc1OC	0	3	-27	-3	-15	-3	13	0	-36
COc1cc(/C=N/O)cc(Br)c1OCC(=O)NCc1ccccc1	-11	-4	0	5	2	-3	11	0	4
COc1ccc(C2(C(=O)NCc3ccccc3Cl)CCOCC2)cc1OC	-11	0	-10	6	-10	-28	13	0	-7
Cc1cc(C(=O)COC(=O)c2ccc(Br)o2)c(C)n1Cc1ccco1	-5	-4	-18	8	2	-5	12	3	11
COc1ccc([N+](=O)[O-])cc1NCc1ccco1	-7	-3	5	1	27	2	1	5	-10
COc1ccc(OCC(O)Cn2c(N)nc3c2c(=O)[nH]c(=O)n3C)cc1 (stereo unspecified)	-9	-1	-7	0	2	-11	10	0	-1
COc1ccc(N2CCN(C(=O)c3ccccc3)CC2)c([N+](=O)[O-])c1	11	-1	nt	4	16	-18	4	2	-8
COC(=O)c1sccc1NC(=O)CC1C(=O)NCCN1C(=O)c1ccc(N(C)C)cc1 (stereo unspecified)	-4	6	-2	-2	6	-3	2	-1	-8
Cc1ccc2nc(SC(C)C(=O)N3CCCC3)[nH]c2c1 (stereo unspecified)	-8	5	-1	1	-3	-21[20 µM]	16	-3	-4
CC(C)C(NC(=O)C1CCCCC1)C(=O)NC1=NCCS1 (stereo unspecified)	-2	-2	7	4	14	-7[20 µM]	nt	1	-3
O=c1cc(CN2CCc3ccccc32)nc2sccn12	0	12	2	6	9	-20[20 µM]	13	-1	-8
CCOc1cc2[nH]c(=S)n(CCCN(CC)CC)c(=O)c2cc1OCC	2	2	-5	1	12	-28[20 µM]	-1	-3	-13
Cc1ccc(S(=O)(=O)N(C)C)cc1NC(=O)COC(=O)c1sc2cc(Cl)ccc2c1Cl	-3	1	-19	3	19	-16	4	2	-16
Cc1onc(-c2c(F)cccc2Cl)c1C(=O)N1CCc2ccccc21	-4	3	-6	2	5	-20[20 µM]	11	-5	7
Cc1cccc(-n2cnc(C(=O)NC3CCCCCC3)c2)n1	-2	-5	-7	1	3	-12[20 µM]	13	2	-6
CC1(C)CCSC(/C=C/c2ccccc2)=N1	-1	-1	-18	-3	-10	-16	16	-3	-19
C/C(N)=C(/C#N)C(=O)COC(=O)c1ccccc1Cc1ccccc1	-12	0	-9	-1	15	-16	8	-1	-4
Cc1cc(Cl)c2ccc(Cl)cc2n1	-3	3	-13	2	8	-22	14	-2	-10
COc1ccc(CONS(=O)(=O)c2ccc(NC(C)=O)cc2)cc1Cl	-2	3	-11	4	21	-9[20 µM]	8	-2	7
CCN(CC)C(=O)C12CC3CC(CC(Br)(C3)C1)C2	-3	-1	-6	-1	0	-10	6	-3	1
CCc1nnc(N/N=C/c2ccc(N3CCC(C)CC3)c([N+](=O)[O-])c2)n1N	-1	1	0	5	22	-7	13	1	-25
Cc1noc(C)c1CSc1nnc(-c2ccccc2)o1	1	3	-4	5	30	-17	3	3	-2
CCOC(=O)C1CCN(C(=O)COc2cccc(C)c2)CC1	2	-4	-25	6	18	-5[20 µM]	7	2	1
Cc1nc2ccc(C(=O)Nc3cccc([N+](=O)[O-])c3)cc2s1	-4	-1	3	6	7	-27	16	4	3
CC(=O)NS(=O)(=O)c1ccc(NC(=S)NC(=O)Cc2ccccc2)cc1	5	5	-8	6	2	-29	4	-1	-12
CCNC(=S)NNC(=O)Cn1nc(C)cc1C	-2	2	-12	-2	9	-12[20 µM]	9	-1	-2
Nc1ccc(N(CCO)CCO)cc1	2	5	-10	3	8	-24	12	-1	1
